HCV core dimer – blocks dimerization of HCV core protein | TR-FRET GST/Flag-core106 dimerization, 1536-well | inhibition, % at 5 µM | 300,000 tested, 0.33% active | AID 1899;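 active = inhibition above the mean of all tested compounds plus 3 SD, set per screening campaign, cut at about 45% in these data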
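Material: Tagged HCV core106 pair (GST and Flag) | Amount: GST-core106 13.5 nM, Flag-core106 17 nM | Medium: KF-containing HEPES buffer, pH 7.45, DTT, CHAPS, BSA | Reagent: Eu donor and XL665 acceptor anti-tag antibodies | Schedule: 4 h at 22.5 °C | Technique: Time-resolved FRET, ex 340 nm, em 617 and 671 nm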
AHR act – activators of human aryl hydrocarbon receptor; P35869; 320,000 tested, 2.5% active; AHR-responsive luciferase reporter cells, luminescence; activation, % at 5 µM; in the data active = activation above about 47%;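 note: 0% = vehicle wells and 100% = reference agonist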
PAFAH2 FP inh – inhibitors of human PAFAH2; recombinant PAFAH2, FP-rhodamine activity probe, fluorescence polarization; Q99487; inhibition, % at 3.39 µM; AID 492956; 340,000 tested, 0.99% active;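 active = inhibition above the mean over all tested compounds plus 3 SD, cut at about 30% in these data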;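 note: inhibitors block probe labeling of enzyme so polarization drops; 0% = enzyme with DMSO and 100% = wells lacking PAFAH2 protein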
PP1 counter – counter-screen for PP5 inhibitors: inhibitors of human PP1-alpha | P62136 | purified PP1alpha, OMFP fluorescence | inhibition, % at 6.7 µM | 320,000 tested, 0.9% active | AID 2235;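 active = inhibition above the mean inhibition of all tested compounds plus 3 SD, computed separately for each screening campaign, cut at about 15% in these data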
Target sequence (P62136 whole entry, looked up): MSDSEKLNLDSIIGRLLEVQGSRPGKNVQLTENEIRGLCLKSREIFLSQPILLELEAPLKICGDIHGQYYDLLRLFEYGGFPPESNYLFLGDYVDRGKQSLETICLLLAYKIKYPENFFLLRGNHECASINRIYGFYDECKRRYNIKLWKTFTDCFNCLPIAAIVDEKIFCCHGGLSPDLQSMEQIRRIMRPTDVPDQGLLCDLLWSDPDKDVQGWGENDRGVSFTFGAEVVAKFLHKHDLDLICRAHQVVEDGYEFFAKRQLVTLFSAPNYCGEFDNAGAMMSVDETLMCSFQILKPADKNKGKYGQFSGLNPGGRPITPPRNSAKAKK
PP5 primary – blocks human protein phosphatase 5 activity; 320,000 tested, 0.18% active; inhibition, % at 6.7 µM; AID 1987; P53041; purified PP5c, OMFP substrate fluorescence;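 active = inhibition above the campaign's mean inhibition across all tested compounds plus 3 SD, cut at about 9.5% in these data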;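 note: 0% = DMSO only and 100% = 100 µM cantharidin control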
Target sequence (P53041 whole entry, looked up): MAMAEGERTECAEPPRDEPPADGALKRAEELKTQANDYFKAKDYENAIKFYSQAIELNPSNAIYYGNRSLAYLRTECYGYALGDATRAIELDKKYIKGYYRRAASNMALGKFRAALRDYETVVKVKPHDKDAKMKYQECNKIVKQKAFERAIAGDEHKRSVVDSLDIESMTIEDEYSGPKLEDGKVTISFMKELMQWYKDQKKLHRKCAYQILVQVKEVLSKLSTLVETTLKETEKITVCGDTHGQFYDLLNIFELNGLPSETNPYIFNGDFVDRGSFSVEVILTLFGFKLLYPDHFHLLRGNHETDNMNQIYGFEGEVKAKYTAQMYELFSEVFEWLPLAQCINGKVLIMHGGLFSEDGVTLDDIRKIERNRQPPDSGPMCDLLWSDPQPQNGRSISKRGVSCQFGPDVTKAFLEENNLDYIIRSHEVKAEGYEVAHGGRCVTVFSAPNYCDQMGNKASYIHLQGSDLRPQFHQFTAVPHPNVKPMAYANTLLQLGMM
procasp3 activ – activators of human procaspase-3 | recombinant procaspase-3 D3A, Ac-DEVD-pNA absorbance 405 nm | activation, % at 8.5 µM | 330,000 tested, 0.11% active;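 active = activation above the mean of all tested compounds plus 3 SD, cut at about 21% in these data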;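 note: 0% = DMSO alone and 100% = DMSO wells spiked with extra 5 µM PC-3 D3A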
Target sequence (P42574 whole entry D9A/D28A/D175A): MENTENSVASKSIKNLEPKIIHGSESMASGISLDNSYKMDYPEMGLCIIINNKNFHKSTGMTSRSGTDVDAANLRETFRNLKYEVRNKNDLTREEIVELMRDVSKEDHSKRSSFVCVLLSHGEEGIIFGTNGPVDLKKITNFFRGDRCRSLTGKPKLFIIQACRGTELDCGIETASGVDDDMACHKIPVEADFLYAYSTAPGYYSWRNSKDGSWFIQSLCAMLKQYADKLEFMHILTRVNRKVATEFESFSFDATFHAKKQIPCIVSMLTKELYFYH
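Assay system – Procaspase-3 D3A mutant · Benchmarks – DMSO low control, extra-enzyme high control · Technique – 405 nm absorbance of p-nitroaniline, reads at 0 and 120 min · Doses – 8.5 µM nominal · Measure – % activation between DMSO and enzyme-spiked controls · Also added – Ac-DEVD-pNA chromogenic peptide substrate · Schedule – 1 h compound preincubation, 2 h substrate hydrolysis at 25 °C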
CTSL1 counter – cathepsin L1 inhibition, PFM18AAP counter-screen; recombinant F. hepatica cathepsin L1, Z-Leu-Arg-MCA fluorescence; inhibition, % at 5.96 µM; 300,000 tested, 0.49% active; AID 1906;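 active = inhibition above the mean of all tested compounds plus 3 SD, set per screening campaign, cut at about 17% in these data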;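 note: 0% = plate median of test compound wells and 100% = 1 µM Z-Phe-Ala-diazomethylketone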
proCasp7 act – activates human procaspase-7, counter-screen for procaspase-3 activators; P55210; recombinant procaspase-7, Ac-DEVD-pNA absorbance 405 nm; D23A/D198A/D206A triple mutant, cannot self-cleave; scale: DMSO 0, 5 µM enzyme 100; activation, % at 8.5 µM; 330,000 tested, 0.093% active;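 active = percent activation above the screen-wide mean plus 3 SD, cut at about 25% in these data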
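Assay system: Uncleavable procaspase-7 mutant enzyme / Input: 2 µM procaspase-7 mutant as dispensed / Dosing: single nominal 8.5 µM compound dose, 0.8% DMSO final / Timing: 1 h enzyme–compound preincubation and 2 h substrate reaction, both 25 °C / Detection: p-Nitroaniline absorbance at 405 nm, read at 0 and 120 min / Replication: singlicate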
TPT1 inh – blocks Candida albicans tRNA 2'-phosphotransferase. AID 1962. inhibition, % at 5 µM. 300,000 tested, 0.81% active. recombinant caTPT1, FP RNA substrate dephosphorylation;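 active = inhibition above the mean of all tested compounds plus 3 SD, set per screening campaign, cut at about 24% in these data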;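 note: plate controls were DMSO alone for no effect and ferristatin control at 100 nM for full effect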
* hit, by the source's call; · = not tested or not shown.

SMILES	HCV core dimer	AHR act	PAFAH2 FP inh	PP1 counter	PP5 primary	procasp3 activ	CTSL1 counter	proCasp7 act	TPT1 inh
Cn1c(=O)n(C)c2cc(/C=N/NC(=O)c3ccc(Cl)cc3Cl)ccc21	-0.2	8.0	-1.7	-3.4	1.5	-4.5	8.9	3.4	1.7
CCCCCCc1nc2ccccc2c(=O)n1NC(=O)c1c(O)c2c(n(CC(C)C)c1=O)CCCC2	10.3	-0.4	-9.5	2.8	-2.7	7.9	10.3	0.6	1.5
COc1ccc(C2SCCN2C(=O)c2ccc([N+](=O)[O-])cc2)cc1 (stereo not given)	3.8	-0.1	4.2	0.0	0.0	4.2	-2.0	-2.5	-5.1
Cc1nc(N2CCOCC2)nc(N2CCCCC2C)c1[N+](=O)[O-] (stereo not given)	-0.9	8.5	-1.8	-1.8	-1.3	1.9	-1.0	0.1	-0.3
CC(=O)/C(=N/Nc1ccccc1)N1CCOCC1	-0.8	-0.6	1.6	-5.0	3.3	0.0	2.1	-7.3	1.2
COc1ccc(-c2csc3ncnc(N4CCN(c5ccccc5)CC4)c23)cc1	6.2	-0.7	10.0	0.0	1.1	0.4	-7.2	4.8	-3.0
CN1C(=O)S/C(=C\c2ccc(-n3cncn3)cc2)C1=O	1.9	-0.6	-2.5	-1.9	1.1	2.8	4.5	-8.6	-2.3
CN(CCc1cn[nH]c1)Cc1nc(C(c2ccccc2)c2ccccc2)no1	3.9	0.2	2.0	-1.1	4.7	-2.2	0.8	1.4	0.6
O=C(Nc1ccccc1)c1cccnc1N1CCOCC1	5.0	2.6	8.4	-1.0	2.4	-4.7	-0.4	-5.8	5.3
O=C(NCc1ccc(Cl)cc1)C1=Cc2cc(Cl)ccc2OC1	-2.8	1.6	-5.1	0.7	0.6	10.4	0.8	6.1	-0.8
C=CCNC(=O)C(=O)Nc1ccc2c(c1)N(S(=O)(=O)c1cccs1)CCC2	1.2	3.3	-1.9	-2.2	-2.2	9.2	1.4	7.5	0.0
Cc1cccc(C(=O)NCCc2n[nH]c(=S)n2C)c1	8.3	2.8	-2.0	-3.0	1.9	2.8	3.0	7.2	-0.4
Cc1c(Cl)cccc1NC(=S)N1CCN(Cc2ccccc2)CC1	-0.1	-2.8	2.2	1.9	2.3	-0.2	-1.4	7.7	0.7
COc1cc2[nH]cc(C(=O)NCc3ccccc3)c(=O)c2cc1OC	2.4	23.8	9.0	-0.3	3.4	4.9	4.1	-6.5	2.4
CCOC(=O)C1(CCOC)CCN(Cc2ccc3nonc3c2)CC1	-1.4	0.4	-4.7	0.5	2.1	0.4	1.0	4.5	-2.8
Cc1c(C(=O)NCc2ccc3c(c2)cc(C)n3C)cccc1[N+](=O)[O-]	-6.2	5.4	8.6	2.9	4.6	-12.8	-1.5	-1.4	-2.8
CC(C)(C)c1nc(CN2CCOCC2)ccc1O	-8.0	1.4	8.8	-2.4	-0.6	-4.3	1.0	23.6	-3.4
O=C(NC1CCN(Cc2ccc(F)cc2)CC1)c1ccccc1	3.6	4.2	-6.9	-3.3	-0.5	-7.2	5.5	0.0	0.3
O=C(O)c1ccc(-c2nc(-c3ccccc3)cs2)cc1	-13.9	11.2	12.6	1.9	1.1	12.1	6.0	1.4	-3.5
Cc1ccc(S(=O)(=O)CC2CSc3nnc(C)c(=O)n32)cc1 (stereo not given)	-0.4	0.2	-4.5	-1.7	-0.2	16.4	-2.5	6.1	1.7
Cc1ccccc1CN1CCc2cc([N+](=O)[O-])ccc21	-7.1	1.1	-11.4	2.5	5.5	-10.6	2.6	-11.9	1.5
CCOC(=O)c1c(C)[nH]c(C(=O)COC(=O)/C=C/c2ccc(OC(F)F)cc2)c1C	4.8	0.9	-1.6	-2.4	-1.7	7.3	-0.6	10.7	-1.2
CC1O[C@@H](OC2C(O)C(C)O[C@H](OC(=O)[C@]34CCC(C)(C)C[C@H]3C3=CCC5[C@@]6(C)CC(O)C(O[C@@H]7OC(CO)C(O)[C@@H](O)[C@@H]7O)[C@@](C)(C(=O)O)C6CC[C@@]5(C)[C@]3(CO)CC4)C2O[C@H]2OC(C)[C@@H](O[C@@H]3OCC(O[C@@H]4OC(CO)C(O)[C@H](O)C4O)[C@@H](O)[C@@H]3O)[C@H](O)C2O)C(O)C(O)C1O (stereo not given in full)	·	-1.0	11.7	·	·	-3.0	·	-3.9	·
CCCNC(=O)CCn1c(-c2ccc(C)cc2)cc(C(=O)OCC)c1C	4.4	3.1	-11.4	-3.1	-0.2	-0.4	-4.0	9.8	-0.4
O=C(CCc1nnc(CCCCc2ccccc2)o1)NC(c1cccnc1)C(F)(F)F (stereo not given)	-1.8	3.0	7.0	1.2	-4.1	-0.1	-4.7	6.9	0.0
CCCOC1CCCN(Cc2nc(-c3cnccn3)no2)C1 (stereo not given)	-6.2	0.3	5.1	4.0	2.7	14.0	-4.2	7.6	-0.6
CCCN(CCC)C(=S)NC1CC2C=CC1C2 (stereo not given)	3.8	1.8	4.9	-4.8	-0.1	8.9	-3.4	5.2	1.4
CCOc1cccc(-c2c(C(=O)N/N=C(\C)c3ccccn3)nnn2-c2nonc2N)c1	1.4	0.5	6.0	11.7	1.4	-3.8	0.2	-2.1	-1.2
O=C1SCCc2c1n(Cc1ccccc1)c1ccccc21	16.4	3.3	8.1	5.1	-0.3	7.6	2.0	-2.4	-1.9
CC(C)(C)OC(=O)C[C@H]1C/C=C\C[C@H](CC(=O)NCCO)C(=O)N[C@@H](c2ccccc2)COC1=O	·	0.5	6.7	·	·	0.8	·	4.9	·
CN(C)S(=O)(=O)c1cccc(-c2nn(-c3ccccc3)cc2/C=C(\C#N)c2nc3ccccc3[nH]2)c1	37.5	36.0	-78.0	-1.9	1.8	-19.2	-1.3	-17.9	2.8
Cc1ccc(NC(=O)[C@@H]2CCCN2S(=O)(=O)c2ccccc2F)cc1S(=O)(=O)N1CCOCC1	-5.2	1.6	-5.2	3.9	1.0	7.8	-2.7	3.8	-0.1
CCc1ccc(N2CN(Cc3cccnc3)CNC2=S)cc1	-2.0	0.6	1.4	-6.4	-2.0	-1.8	-2.5	-0.3	1.6
COc1cc(C2=NOC(C(=O)Nc3ccc(C)cc3)C2)cc(OC)c1OC (stereo not given)	-0.7	1.1	-2.1	-3.9	-1.2	0.4	4.7	-0.3	1.8
O=C(O)c1ccccc1C(=O)OCCc1cc2ccccc2c(=O)o1	·	1.4	0.9	-1.1	0.3	9.0	·	-5.6	·
CC1=NN(c2ccccc2)C(=O)/C1=C\c1cc(C)n(C)c1C	-8.4	53.6*	0.4	-1.8	-0.4	-27.7	4.1	-6.3	0.6
CCC(C)n1c(=O)c2sccc2n2c(CCCC(=O)N3CCC(C(N)=O)CC3)nnc12 (stereo not given)	8.0	4.3	-2.8	-2.4	0.0	0.8	-4.1	-6.7	1.4
CC(=O)c1sc(NC(=O)c2ccc(F)cc2)nc1-c1ccccc1	20.6	0.0	2.6	-0.6	0.5	7.4	-0.6	4.1	-2.8
Cc1nn(-c2nnc(C)c(=O)[nH]2)c(C)c1SCC(=O)Nc1ccc(C(C)C)cc1	2.1	1.5	-9.0	5.4	-10.0	-12.5	3.1	-1.8	5.1
CCCCOc1ccc(CSC(CC(=O)O)C(=O)O)cc1 (stereo not given)	8.2	-10.2	3.0	2.3	2.8	0.7	4.7	2.6	-5.8
CCOc1ccc2[nH]c3c(N4CCc5ccccc5C4)ncnc3c2c1	4.0	28.4	·	-3.7	2.8	2.0	-7.0	-5.3	-3.3
CCN1CCN(CC(=O)NC2CCCC2)C(=O)C1=O	-8.1	-3.4	-7.8	-1.3	-1.7	6.3	-4.4	-5.0	-1.4
COc1cc(NC(=O)c2cc(S(=O)(=O)N3CCCCC3)ccc2N2CCOCC2)cc(OC)c1	5.9	-0.8	3.0	-8.2	1.2	11.7	-2.8	8.9	-2.2
CC(C)CCC(C)NC(=O)C1CCN(S(=O)(=O)/C=C/c2ccccc2)CC1 (stereo not given)	6.7	1.4	12.0	-5.8	-1.8	8.4	0.7	-1.5	0.2
Cc1cc(C)cc(OCC(=O)Nc2nonc2NC(=O)COc2cc(C)cc(C)c2)c1	16.2	7.8	-23.2	9.5	0.1	-2.2	3.7	-4.4	3.4
COc1cc(C(=O)OCc2cc(=O)c(O)co2)ccc1OC(F)F	-5.2	-3.0	-13.0	9.3	0.8	-3.9	-3.6	5.4	-1.7
Cc1ccccc1OCC(=O)Nc1ccc(S(=O)(=O)N2CCCC2)cc1	4.6	-1.1	1.9	-5.4	1.6	11.6	-3.2	-1.7	-2.4
CC(C)N(c1ccccc1)c1ncnc(NCCC(=O)O)c1[N+](=O)[O-]	-3.8	1.2	-10.3	-3.0	0.4	9.1	1.2	6.9	-5.8
O=C(CN(C(=O)CNC(=O)c1ccco1)c1ccc2c(c1)OCCO2)NC1CCCCC1	1.4	2.7	-8.1	-2.4	-0.5	-1.3	-2.8	-3.8	3.9
NNC(=O)C1SCCN1S(=O)(=O)c1ccc(Cl)cc1 (stereo not given)	1.4	2.7	3.5	-0.6	0.3	5.2	1.4	7.5	-0.7
Later entries.
SMILES	HCV core dimer	AHR act	PAFAH2 FP inh	PP1 counter	PP5 primary	procasp3 activ	CTSL1 counter	proCasp7 act	TPT1 inh
CCOC(=O)c1c(C)[nH]c(NC(=O)N2CCOCC2)c1C	0.7	0.1	5.7	-1.6	2.9	1.9	3.4	-7.9	-0.7
Cc1ccc(C)c(NC(=O)CN2C(=O)CNC2=O)c1	-2.9	7.0	-1.1	-1.6	-3.8	-0.2	-0.3	-7.2	0.9
CN(C(=O)COC(=O)c1ccc2ccccc2n1)C1CCS(=O)(=O)C1 (stereo not given)	0.4	9.6	-0.1	-0.7	2.2	-0.8	-4.5	2.6	3.8
CC(C)(C)n1nnc(CCc2nnn(C(C)(C)C)n2)n1	1.0	4.1	9.0	-2.5	-2.0	-2.6	-3.4	7.1	3.0
Cc1cc(C)nc(NC(=O)c2ccc(C)c(C)c2)n1	6.1	13.1	1.0	3.8	-2.0	10.7	-7.1	5.0	-0.2

2 records picked at random from those above:
SMILES	HCV core dimer	AHR act	PAFAH2 FP inh	PP1 counter	PP5 primary	procasp3 activ	CTSL1 counter	proCasp7 act	TPT1 inh
CC(C)(C)n1nnc(CCc2nnn(C(C)(C)C)n2)n1	1.0	4.1	9.0	-2.5	-2.0	-2.6	-3.4	7.1	3.0
Cc1cc(C)nc(NC(=O)c2ccc(C)c(C)c2)n1	6.1	13.1	1.0	3.8	-2.0	10.7	-7.1	5.0	-0.2

Entries of single compounds as entered above. Order of values: HCV core dimer	AHR act	PAFAH2 FP inh	PP1 counter	PP5 primary	procasp3 activ	CTSL1 counter	proCasp7 act	TPT1 inh
Shown for `CC(C)(C)n1nnc(CCc2nnn(C(C)(C)C)n2)n1` = 1.0	4.1	9.0	-2.5	-2.0	-2.6	-3.4	7.1	3.0
Shown for `Cc1cc(C)nc(NC(=O)c2ccc(C)c(C)c2)n1` = 6.1	13.1	1.0	3.8	-2.0	10.7	-7.1	5.0	-0.2

Bioassay records (PubChem BioAssay)
